High-throughput results as filed in PubChem BioAssay.
Efflux pump inh: inhibitors of Candida efflux pumps in yeast, primary screen, S. cerevisiae, Nile Red, multiplex. S. cerevisiae Candida pump triplex. inhibition, % at 10 µM. 330,000 compounds, 0.44% hits. AID 485275, 2010;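 active means plate passing quality check with inhibition over a set limit, or well fluorescence over plate mean plus 4 SD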;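 further: Nile Red retained in pooled yeast measured as flow cytometry median fluorescence; 0% = buffer negative control and 100% = Enniatin B positive control; higher means more Nile Red kept so more efflux inhibition; some compounds called inactive have numbers as strong as hits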
CTSL1 counter: Fasciola hepatica cathepsin L1 inhibitors, primary screen, counter-screen for PFM18AAP inhibitor project, biochemical, QFRET, fluorogenic peptide substrate; AID 1906, 2009; recombinant F. hepatica cathepsin L1, Z-Leu-Arg-MCA fluorescence; inhibition, % at 5.96 µM; 300,000 compounds, 0.49% hits;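 active means inhibition above the mean of all tested compounds plus 3 SD, set per screening campaign, cut at about 17% in these data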;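 further: 0% = plate median of test compound wells and 100% = 1 µM Z-Phe-Ala-diazomethylketone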
procasp3 activ: activators of human procaspase-3 D3A mutant, primary screen, biochemical, absorbance, PC-3 D3A mutant, single concentration; Caspase-3 (Homo sapiens), P42574; recombinant procaspase-3 D3A, Ac-DEVD-pNA absorbance 405 nm; 330,000 compounds, 0.11% hits; activation, % at 8.5 µM;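 active means activation above the mean of all tested compounds plus 3 SD, cut at about 21% in these data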;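 further: 0% = DMSO alone and 100% = DMSO wells spiked with extra 5 µM PC-3 D3A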
Target sequence (P42574 whole entry D9A/D28A/D175A): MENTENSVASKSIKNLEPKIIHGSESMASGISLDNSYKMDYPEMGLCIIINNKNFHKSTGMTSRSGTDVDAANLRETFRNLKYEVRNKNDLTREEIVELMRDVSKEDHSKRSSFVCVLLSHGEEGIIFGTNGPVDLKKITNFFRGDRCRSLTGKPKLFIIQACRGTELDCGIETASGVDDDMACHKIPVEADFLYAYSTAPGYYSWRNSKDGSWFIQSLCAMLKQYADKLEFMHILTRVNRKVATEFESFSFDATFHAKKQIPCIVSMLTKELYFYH
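Assay system – Procaspase-3 D3A mutant · Benchmarks – DMSO low control, extra-enzyme high control · Technique – 405 nm absorbance of p-nitroaniline, reads at 0 and 120 min · Doses – 8.5 µM nominal · Measure – % activation between DMSO and enzyme-spiked controls · Also added – Ac-DEVD-pNA chromogenic peptide substrate · Schedule – 1 h compound preincubation, 2 h substrate hydrolysis at 25 °C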
PP5 inh: PP5 phosphatase inhibitors, primary screen, biochemical, fluorescence | Serine/threonine-protein phosphatase 5 (Homo sapiens), P53041 | purified PP5c, OMFP substrate fluorescence | inhibition, % at 6.7 µM | 320,000 compounds, 0.18% hits | AID 1987, 2009;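 active means inhibition above the campaign's mean inhibition across all tested compounds plus 3 SD, cut at about 9.5% in these data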;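 further: 0% = DMSO only and 100% = 100 µM cantharidin control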
Target sequence (P53041 whole entry, looked up): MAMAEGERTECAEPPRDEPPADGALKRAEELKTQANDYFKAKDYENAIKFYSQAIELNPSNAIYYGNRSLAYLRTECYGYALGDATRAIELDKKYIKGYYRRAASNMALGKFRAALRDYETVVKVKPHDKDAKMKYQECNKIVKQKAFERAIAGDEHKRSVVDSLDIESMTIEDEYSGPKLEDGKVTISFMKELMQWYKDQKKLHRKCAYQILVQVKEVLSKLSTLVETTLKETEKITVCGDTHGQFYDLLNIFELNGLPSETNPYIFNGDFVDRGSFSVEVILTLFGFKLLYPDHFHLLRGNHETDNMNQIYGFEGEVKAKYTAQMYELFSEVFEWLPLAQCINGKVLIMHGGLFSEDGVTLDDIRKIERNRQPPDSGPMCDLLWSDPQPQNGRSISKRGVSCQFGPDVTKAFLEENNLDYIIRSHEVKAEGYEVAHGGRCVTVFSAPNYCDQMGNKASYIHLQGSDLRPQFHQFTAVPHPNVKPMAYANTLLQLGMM
GASC-1 inh: inhibitors of GASC-1 histone demethylase, primary screen, biochemical, fluorescence, DELFIA europium; inhibition, % at 2.35 µM; Lysine-specific demethylase 4C (Homo sapiens), Q9H3R0; 330,000 compounds, 0.069% hits; GST-JMJD2C(1-420) H3K9me3 demethylation;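 active means more than half of a compound's replicate wells show inhibition beyond 50%, single wells judged on their own value; inconclusive means some, but no more than half, of replicates pass 50% inhibition; inactive means no replicate passes 50% inhibition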;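 further: signal counts dimethyl H3K9 product captured on neutravidin plate; 0% = median of DMSO wells and 100% = 0.3 times that DMSO median; strong numbers were not always called active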
proCasp7 act: procaspase-7 activators, primary screen, counter-screen for procaspase-3 activator project, biochemical, absorbance, HTS, human; Caspase-7 (Homo sapiens), P55210; 330,000 compounds, 0.093% hits; recombinant procaspase-7, Ac-DEVD-pNA absorbance 405 nm; D23A/D198A/D206A triple mutant, cannot self-cleave; scale: DMSO 0, 5 µM enzyme 100; activation, % at 8.5 µM;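 active means percent activation above the screen-wide mean plus 3 SD, cut at about 25% in these data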
Target sequence (P55210 whole entry D23A/D198A/D206A): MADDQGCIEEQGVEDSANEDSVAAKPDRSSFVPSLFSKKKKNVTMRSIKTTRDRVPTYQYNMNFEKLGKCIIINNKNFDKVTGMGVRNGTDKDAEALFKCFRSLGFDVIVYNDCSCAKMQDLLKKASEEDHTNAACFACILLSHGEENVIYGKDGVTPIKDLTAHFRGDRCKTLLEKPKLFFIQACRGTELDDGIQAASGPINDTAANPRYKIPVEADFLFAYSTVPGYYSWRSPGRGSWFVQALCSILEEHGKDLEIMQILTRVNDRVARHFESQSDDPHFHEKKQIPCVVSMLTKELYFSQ
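Assay system: Uncleavable procaspase-7 mutant enzyme / Input: 2 µM procaspase-7 mutant as dispensed / Dosing: single nominal 8.5 µM compound dose, 0.8% DMSO final / Timing: 1 h enzyme–compound preincubation and 2 h substrate reaction, both 25 °C / Detection: p-Nitroaniline absorbance at 405 nm, read at 0 and 120 min / Replication: singlicate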
TPT1 inhibitor: Candida albicans TPT1 enzyme inhibitors, primary screen, biochemical, fluorescence polarization; tRNA 2'-phosphotransferase TPT1 (Candida albicans SC5314); inhibition, % at 5 µM; 300,000 compounds, 0.81% hits; recombinant caTPT1, FP RNA substrate dephosphorylation;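 active means inhibition above the mean of all tested compounds plus 3 SD, set per screening campaign, cut at about 24% in these data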;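 further: plate controls were DMSO alone for no effect and ferristatin control at 100 nM for full effect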
core dimer inh: inhibitors of HCV core protein dimerization, primary screen, biochemical, TR-FRET, high-throughput; TR-FRET GST/Flag-core106 dimerization, 1536-well; inhibition, % at 5 µM; 300,000 compounds, 0.33% hits;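 active means inhibition above the mean of all tested compounds plus 3 SD, set per screening campaign, cut at about 45% in these data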
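Test system: GST/Flag-tagged HCV core106 proteins; Medium: KF-containing HEPES buffer, pH 7.45, DTT, CHAPS, BSA; Times: compound-protein-antibody incubation 4 h at 22.5 °C; Detection: TR-FRET 671 and 617 nm emission; Benchmarks: wells lacking GST-core106 and wells with excess unlabelled core106.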
PP1 counter: PP1-alpha phosphatase inhibitors, primary screen, counter-screen for PP5 inhibitor project, biochemical, fluorescence, OMFP substrate, single point; Serine/threonine-protein phosphatase PP1-alpha catalytic subunit (Homo sapiens), P62136; inhibition, % at 6.7 µM; AID 2235, 2010; 320,000 compounds, 0.9% hits; purified PP1alpha;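 active means inhibition above the mean inhibition of all tested compounds plus 3 SD, computed separately for each screening campaign, cut at about 15% in these data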
Active calls of the source: *; ? = inconclusive; nt = no result given.

Order of results – CTSL1 counter	GASC-1 inh	PP5 inh	procasp3 activ	TPT1 inhibitor	core dimer inh	PP1 counter	Efflux pump inh	proCasp7 act
> COc1ccc(N2C(=O)C(CC(=O)Nc3ccc(Cl)cc3)N(NC(=O)c3cccc(F)c3)C2=S)cc1 (configuration not stated)
 : 1	-4	3.1	2	-2	6	4	0.0	2
> Oc1ccc(N=Nc2n[nH]c(-c3ccc(Br)cc3)n2)cc1
 : 2	0	4.6	-15	3	-7	2	-0.1	2
> O=C(O)c1cccc(NC(=S)N/N=C/c2ccccc2OCc2ccc(Br)cc2)c1
 : 6	11	-3.9	1	-2	31	17*	0.1	-15
> Cc1ccc(C2=NN=C(NC(=O)CSc3nncn3C)SC2)cc1
 : 1	8	-1.0	-21	-2	-5	12	-0.1	-34
> C#CCn1cc(/C=N/NC(=O)c2cc3ccccc3o2)c2ccccc21
 : -2	1	3.5	-29	1	6	5	-0.2	-60
> CC1=CC(c2ccccc2)n2nnnc2N1 (configuration not stated)
 : -2	-6	0.7	1	-2	4	0	0.1	2
> CC(C)NS(=O)(=O)c1ccc(Oc2ncc(C(F)(F)F)cc2Cl)cc1
 : 0	?	2.6	5	-1	-3	-2	0.0	-6
> CSc1nnc(C(C)(C)C)c(=O)n1/N=C/c1ccc(Cl)cc1
 : -2	2	0.5	3	-5	0	-2	-0.1	1
> O=C(C[n+]1ccc(/C=C/c2ccccc2)cc1)c1ccc2c(c1)OCCO2
 : 0	-22	2.1	-14	10	2	4	-0.2	-11
> Cc1ccc(S(=O)(=O)NC(C)C(=O)Nc2ccc(C(N)=O)cc2)cc1 (configuration not stated)
 : 0	-115	1.2	5	-4	-9	-5	0.1	0
> Cc1cc(C)nc(Nc2cc([N+](=O)[O-])ccc2C)n1
 : 6	5	0.7	-4	1	-2	-1	0.2	7
> COC(=O)c1ccc(NC(=O)NC2CCCCC2)cc1
 : 0	4	2.8	-1	3	2	-2	0.1	7
> Cc1sc2nc(C(C)C)nc(SCC(=O)NCc3ccco3)c2c1C
 : 1	-6	-0.2	-3	-3	5	0	0.0	-6
> COC(=O)c1cc(NC(=O)c2cc(C(C)(C)C)nn2Cc2cccc(C)c2)ccc1N1CCOCC1
 : -1	-24	3.7	7	2	1	-6	0.1	26
> CCN(CC)CCOC(=O)c1c(C)oc2ccc(OC)cc12
 : 8	1	2.2	3	-3	1	-2	0.1	-6
> O=C(O)CCN1C(=O)C(=C2CCCCCC2)SC1=S
 : 2	4	4.4	0	1	5	-2	0.0	-8
> COc1ccccc1N1CCNC(C)C1=O (configuration not stated)
 : -1	-2	1.8	2	-2	3	1	-0.2	-4
> CCOC(=O)C(O)(C1C(=O)CC(C)(C)CC1=O)C(F)(F)F (configuration not stated)
 : 1	4	-2.5	-8	0	-2	-1	0.1	-19
> COc1cccc(/C=N/Nc2nc(Nc3ccccc3)nc(-n3nc(C)cc3C)n2)c1O
 : -1	-4	11*	6	-1	40	35*	0.0	-2
> COC(=O)c1sccc1NC(=S)OC
 : -6	-16	3.0	2	-3	-3	-2	-0.1	1
> CCOC(=O)c1sc(=NC(=O)C2CC2)n(C)c1C
 : -7	18	-3.1	0	1	2	-5	0.0	-7
> CCCCOc1cccc(C2/C(=C(\O)c3ccc4c(c3)OCCO4)C(=O)C(=O)N2CCN2CCOCC2)c1 (configuration not stated)
 : -3	-25	0.2	9	-2	1	3	0.3	-8
> COc1ccc(N2CCN(C(=S)Nc3cccc(OC)c3)CC2)cc1
 : 5	-2	4.0	1	-1	-1	-8	-0.2	-15
> O=C1CC(NNC(=O)c2cccc(F)c2)C(=O)N1 (configuration not stated)
 : -4	5	2.1	-1	-1	1	-4	0.0	1
> c1ccc(C2CNCCc3ccccc32)cc1 (configuration not stated)
 : 1	2	-1.5	9	-4	-8	-2	-0.1	1
> CC12CCC(C(=O)O)(c3nc4cc([N+](=O)[O-])ccc4nc31)C2(C)C (configuration not stated)
 : -1	-4	-2.9	-4	-2	3	-3	0.2	2
> COc1cccc(C2NC(C)(C(=O)O)C3C(=O)N(C(C)C)C(=O)C23)c1O (configuration not stated)
 : 1	-9	-1.0	-4	-4	-1	-4	0.1	-4
> CCC(C)(C)NC(=O)c1ccc2c(c1)N(CC(=O)N1CCCC1)C(=O)C(C)(C)O2
 : 2	3	-0.7	9	2	-3	-3	-0.1	4
> CC1CCc2c(sc(NC(=O)c3nc4ncccn4n3)c2C#N)C1 (configuration not stated)
 : 3	7	-0.8	-2	-1	2	-2	0.0	-13
> CCc1ccc(NC(=O)CSc2nc3ccccc3nc2N2CCCCC2)cc1
 : 0	-3	-1.3	10	1	-2	2	0.0	6
> Brc1ccc2cccnc2c1
 : -6	1	2.6	3	2	3	-2	-0.1	-5
> CC(=O)NCc1ccc(S(=O)(=O)N2CCCN(C)CC2)cc1
 : 3	1	0.6	-1	0	2	-6	-0.1	0
> COC(=O)c1sccc1NC(=O)CC1C(=O)NCCN1C(=O)c1ccc(F)cc1 (configuration not stated)
 : 4	6	-0.9	-10	-2	0	-1	0.0	5
> Cc1ccc(C(=O)OC(C)C(=O)N(C)C2CCCCC2)cc1S(=O)(=O)N1CCCCC1 (configuration not stated)
 : nt	-3	1.2	-3	nt	nt	-1	-0.1	9
> O=C(Nc1ccc(-n2ccc(C(F)(F)F)n2)cc1)c1cccs1
 : -3	8	7.5	1	1	-25	-5	0.0	-2
> CCC(C)c1ccc(NC(=O)N2CCN(C(=O)C3CCCO3)CC2)cc1 (configuration not stated)
 : 0	0	1.0	-4	-1	-1	-4	0.0	13
> CCOC1(/N=C(\C)NS(=O)(=O)c2ccc(Cl)cc2)C(C)=CC(=O)C=C1C
 : -2	-3	-2.0	4	4	0	-4	0.1	-9
> CC(C)C(=O)Nc1ccc(NC(=O)c2cccs2)cn1
 : -2	-7	4.3	1	-8	-4	-2	0.1	0
> O=C(CSc1nc(O)cc(=O)[nH]1)N1CCOCC1
 : -4	-12	1.0	-8	3	9	2	0.3	1
> CCN(C(=O)CSc1nc(C)c(C)c(C)n1)C1CCS(=O)(=O)C1 (configuration not stated)
 : nt	8	nt	-3	nt	nt	nt	0.0	1
> COc1cc(/C=N/N(C)C2=NS(=O)(=O)c3ccccc32)cc(OC)c1OC
 : 4	31	1.6	4	-3	3	5	0.3	3
> Cc1cccc(NC(=O)c2cc([N+](=O)[O-])ccc2N2CCN(C)CC2)c1
 : 1	-15	1.1	-4	3	2	1	-0.1	-4
> c1n[nH]c(NCc2ccc3c(c2)OCO3)n1
 : -1	7	-0.1	6	-2	10	1	0.0	2
> Cc1cc(Cl)ccc1OCCCC(=O)NNC(=O)c1ccncc1
 : nt	4	-2.1	7	nt	nt	-6	-0.1	-4
> COc1ccc(/C=N/N(C)C2=NS(=O)(=O)c3ccccc32)cc1
 : -5	1	2.1	-23	0	14	-2	0.0	3
> CCOc1ccc(S(=O)(=O)N2CCCC(C(=O)NC3CCCC3)C2)cc1 (configuration not stated)
 : 0	1	-1.4	5	-1	4	1	-0.2	-4
> Cc1nc(SCc2ccccc2F)c2cnn(-c3ccccc3)c2n1
 : 2	-2	-1.1	2	9	10	-1	-0.1	1
> N#Cc1ccc(OCC(=O)N/N=C2\CCc3ccccc32)cc1
 : 0	-3	2.0	-5	0	12	-1	-0.2	3
> CCNC(=S)N1CCN(CC)CC1
 : 1	-13	0.9	7	6	-3	-2	0.1	12
> CC(O)(CS(=O)(=O)Cc1ccccc1)C(=O)Nc1ccc(C(F)(F)F)cc1 (configuration not stated)
 : 9	1	5.5	1	-2	0	0	-0.1	-1
> Cc1nnc2ccc(N3CCC4(CC3)OCCO4)nn12
 : 3	5	0.5	8	-3	2	-2	-0.1	6
> COc1ccc(N2C(=O)CCC2(C#N)c2ccc(OC)cc2)cc1 (configuration not stated)
 : 2	1	1.6	0	-2	4	5	0.1	3
> CCOC(=O)C(Cc1ccccc1)NC(=O)CCc1nnc2ccc(N3CCCC3)nn12 (configuration not stated)
 : -3	15	-1.8	7	3	3	-5	0.0	6
> O=C(NC1CCCCC1)C1CCCN(S(=O)(=O)c2cccs2)C1 (configuration not stated)
 : -3	-4	-2.5	-6	1	-23	0	-0.1	1
> O=C(Nc1ccnn1C1CCN(Cc2cc(Cl)ccc2O)CC1)c1cccnc1
 : 0	0	-2.6	7	2	-4	-5	-0.1	13
> CC1CCCC(NC(=O)COC(=O)COc2ccc(C#N)cc2)C1C (configuration not stated)
 : nt	-8	nt	-1	nt	nt	nt	-0.1	0
> CCS(=O)(=O)N1CCC(C(=O)Nc2cccc(C(C)=O)c2)CC1
 : 3	-3	-1.0	0	6	-5	1	0.2	6
> O=C(CSc1nnnn1-c1ccc(F)cc1)Nc1nc2ccccc2s1
 : 2	-8	-2.0	8	1	10	-1	-0.1	0
> COC(=O)COc1cccc2c(=O)n(CC(=O)NCCc3ccccc3)ccc12
 : 5	nt	-1.1	-5	3	-4	-1	-0.1	6
> COc1ccccc1-n1c(SCC(=O)Nc2cccc(C)c2)nc2c(c1=O)SCC2
 : -2	-8	-2.7	1	1	-5	-3	0.0	1

(cont.)
Order of results – CTSL1 counter	GASC-1 inh	PP5 inh	procasp3 activ	TPT1 inhibitor	core dimer inh	PP1 counter	Efflux pump inh	proCasp7 act
> COc1ccc(Cc2c(O)nc[nH]c2=O)cc1
 : -4	4	2.7	-9	1	2	-5	0.1	-4
> CCOC(=O)c1c(C)c(C(=O)Nc2ccc3c(c2)OCCO3)c(C)n1CC
 : -2	0	4.3	-1	0	-3	-5	0.1	4
> Cn1c(=O)n(CCc2ccccc2)c(=O)c2c1nc1n2CCCN1c1ccccc1
 : -1	0	0.5	0	-2	-3	-2	-0.4	2
> O=C(COc1ccc(Cl)cc1Cl)NN1C(=O)/C(=C\c2ccc(Cl)cc2)SC1=S
 : 1	7	3.2	-4	1	1	-1	-0.1	-7
> O=C(CC1S/C(=N/N=C/c2cccs2)NC1=O)Nc1ccc(Cl)c(Cl)c1 (configuration not stated)
 : 5	5	1.2	7	-1	7	-1	-0.1	15
